# Giardia FBPA inh: qHTS Assay for Inhibitors of Fructose-1,6-bisphosphate Aldolase from Giardia Lamblia | purified Giardia FBPA | Potency, µM (series often up to 59.6 µM), inactives show at the highest dose activity, negative = inhibition, most hits filed as inhibitors | hit rate 0.71% among 290,000 | A8B2U2; further: potency means the concentration at half of the fitted maximal effect; nearly all actives have a fitted effect of over 55% in size
# Target sequence (A8B2U2 whole entry, looked up): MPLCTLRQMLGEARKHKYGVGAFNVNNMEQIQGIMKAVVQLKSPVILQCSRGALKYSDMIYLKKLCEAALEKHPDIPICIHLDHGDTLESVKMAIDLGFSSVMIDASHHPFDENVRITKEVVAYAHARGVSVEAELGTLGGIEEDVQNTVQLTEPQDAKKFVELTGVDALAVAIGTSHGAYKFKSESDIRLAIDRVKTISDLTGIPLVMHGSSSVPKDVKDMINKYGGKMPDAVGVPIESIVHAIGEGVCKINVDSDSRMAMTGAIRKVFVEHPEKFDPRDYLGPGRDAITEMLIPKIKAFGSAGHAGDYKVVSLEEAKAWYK
#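 40 nM FBPA preincubated 10 min at RT with compound (up to 57.5 uM final), then substrate plus GAPDH/TPI/NAD/arsenate coupling and diaphorase/resazurin added. Fluorescence read after 20 min at RT, 525/598 nm.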
# HCV inh: qHTS Assay for Inhibitors of Hepatitis C Virus (HCV); AID 651820, 2012; Potency, µM (doses to about 41.8 µM), without a hit: top-dose activity change, negative = inhibition, most hits filed as inhibitors; Huh7.5.1 HCVcc-Cre infection, luciferase reporter, 44 h; hit rate 3.4% among 340,000; further: potency means the concentration at half of the fitted maximal effect
#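 Compounds are dispensed onto cells plated 4 h earlier at 1,000 per well, with HCVcc-Cre virus (about 0.5 moi) added next. Following 44 h of culture, luminescent signal is measured for 15 sec after 15 min with substrate at room temperature.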
# AMA1-RON2 inh: qHTS for Inhibitors of AMA1-RON; Towards Development of Antimalarial Drug Lead: Primary Screen; Plasmodium falciparum AMA1 (3D7) - RON2 peptide interaction; AlphaScreen AMA1-biotinylated RON2 peptide binding; Potency, µM (titrated, usually from 58.2 µM), inactives show at the highest dose activity change, negative = inhibition, hits mostly inhibitors; hit rate 0.2% among 360,000;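 further: potency means the concentration at half of the fitted maximal effect; 0% = vehicle wells and -100% = peptide control; nearly all actives have a fitted effect of over 45% in size; some results filed as inactive show a strong effect at the top dose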
#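 AMA1 (3D7) with his tag at 25 nM final met compounds first, then biotinylated RON2 peptide at 25 nM; detection used donor plus acceptor beads, 10 µg/mL apiece, read by AlphaScreen after 30 min at room temperature.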
# Sm TGR block: qHTS Assay for the Inhibitors of Schistosoma Mansoni Peroxiredoxins. purified TGR, DTNB reduction, TNB absorbance 405 nm. hit rate 3% among 360,000. Potency, µM (titrated, usually from 114 µM), for inactives: at the top dose activity change, negative = inhibition, usual class: inhibitors. Schistosoma mansoni thioredoxin glutathione reductase (TGR), Q962Y6; further: potency means the concentration at half of the fitted maximal effect; nearly all actives have a fitted effect of over 60% in size
#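 Kinetic colorimetric format: TGR-catalysed, NADPH-driven DTNB reduction monitored via TNB absorbance. Enzyme dispensed at 20 nM; compound exposure 15 min at room temperature before reaction start.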
# AmpC detergent: qHTS Inhibitors of AmpC Beta-Lactamase (assay with detergent) | P00811 | Potency, µM (titrated, usually from 114 µM), without a hit: top-dose activity change, negative = inhibition, most hits filed as inhibitors | AmpC hydrolysis of nitrocefin, absorbance 480 nm, 0.01% Triton | AID 485294, 2010 | hit rate 0.041% among 370,000;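 further: potency means the concentration at half of the fitted maximal effect; 0% = no-compound wells and -100% = no-enzyme wells; nearly all actives have a fitted effect of over 25% in size; some results filed as inactive show a strong effect at the top dose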
# Target sequence (P00811 whole entry, looked up): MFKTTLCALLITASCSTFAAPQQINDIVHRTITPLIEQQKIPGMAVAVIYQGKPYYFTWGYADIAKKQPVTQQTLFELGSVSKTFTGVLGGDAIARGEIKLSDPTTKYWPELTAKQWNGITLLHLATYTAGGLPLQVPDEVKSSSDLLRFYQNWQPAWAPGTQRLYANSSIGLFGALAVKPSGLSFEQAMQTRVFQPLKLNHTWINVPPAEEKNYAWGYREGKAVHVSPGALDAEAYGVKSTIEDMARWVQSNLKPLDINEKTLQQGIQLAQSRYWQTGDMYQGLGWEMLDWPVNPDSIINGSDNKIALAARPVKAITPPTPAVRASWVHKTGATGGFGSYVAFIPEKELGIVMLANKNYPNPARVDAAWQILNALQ
#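 20 mM phosphate pH 7.0 + 0.01% (detergent screen) or 0.0001% Triton X-100; 5.3 nM AmpC reagent; cpd preinc 15 min RT; nitrocefin (800 uM stock) to start; A480 q20 s × 4 min; Activity was normalised to no-enzyme and no-compound control wells.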
# HCMV inh: qHTS Assay for inhibitors of the human cytomegalovirus (HCMV) | activity change, negative = inhibition, % at 57.5 µM | hit rate 4.5% among 410,000 | HFF cells, HCMV-luciferase reporter, 72 h; active compounds read low; in the data active means activity change below about -60%; inconclusive means no clear call, values can overlap the other calls; inactive means above about -39%
#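 Inhibition of viral replication was scored as loss of reporter luminescence in HFFs infected with HCMV-luciferase (MOI 1 PFU/cell) for 72 h; compounds tested at 2 doses, normalized to buffer and Salinomycin controls.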
# The depositor's hits bear a star; ? = inconclusive; · = not tested or not shown; & = joins results of further samples; [ ] = remark or other dose. Unless noted, the call rests on the fitted dose curve; in most records, active means well fitted curve in the direction sought with a large enough effect; inconclusive means small, poorly fitted or top-dose-only effect, or another doubt; inactive means no such curve, though single readings can be large; an effect the other way counts as inactive or inconclusive. Unless noted, on the % scale 0 is the no-effect control and ±100 the full control effect.
1	CN1CCN(C(=O)OC2c3nccnc3C(=O)N2c2ccc(Cl)cn2)CC1 (centres undefined)
2	CCc1cccc(C)c1NC(=O)C1CCCN1C(=O)NCc1ccccc1 (centres undefined)
3	CCOC(=O)N1CCc2c(sc3nc(SC(C)C)n(N)c(=O)c23)C1
4	Cc1ccc(CNC(=O)COc2cccc3c2OC(C)(C)C3)cc1
5	Cn1c(=O)c2[nH]c(Nc3ccccc3)nc2n(C)c1=O
6	O=C(CNc1cccc(S(=O)(=O)N2CCCC2)c1)Nc1ccc(F)cc1F
7	C/C(=C/Cc1c(O)cc2oc(C)cc(=O)c2c1O)COC1OC(CO)C(O)C(O)C1O (centres undefined)
8	O=C(Nc1ccccc1C(F)(F)F)C1(S(=O)(=O)c2ccc(Cl)cc2)CC1
9	O=C(NCC(=O)N1CCc2ccccc2C1)c1ccc(Cl)cc1Cl
10	COc1ccc(/C(C)=N/Nc2ncc(Cl)cc2Cl)c(O)c1

Screen / compound no. | 1 | 2 | 3 | 4 | 5 | 6 | 7 | 8 | 9 | 10
Giardia FBPA inh | 0%&8% | 8% | 6% | · | ? | · | 2% | · | 6% | 0%
HCV inh | 2%[8.37 µM] | 14% | 7% | -11% | 10% | ? | 5%[8.37 µM] | · | -14% | ?
AMA1-RON2 inh | · | -9% | -17% | -5% | 3% | -10% | -4% | · | 1% | 37%[activator]
Sm TGR block | -13% | -1% | 6% | 0% | -15% | -6% | -14% | -2% | -9% | -3%
AmpC detergent | 1% | ? | -7% | 15% | ? | 0% | ? | 21% | 2% | 2%
HCMV inh | · | 2 | -29 | -4 | 34 | -19 | -13 | -9 | 8 | 3

11	COc1cc([C@@H]2c3cc4c(cc3[C@H](O)[C@H]3COC(=O)[C@H]23)OCO4)cc(OC)c1OC
12	Cc1c(NC(=O)c2cc3c(=O)n4ccccc4nc3s2)c(=O)n(-c2ccccc2)n1C
13	Cc1ccc(NS(=O)(=O)c2ccc(OCC(=O)Nc3cccc([N+](=O)[O-])c3)c(C)c2)cc1
14	CCCCNc1nc(Oc2ccc(OCC(N)=O)nn2)nc(N2CCOCC2)n1
15	O=C(Cn1ncc2c3ccccc3n(Cc3ccc(Cl)cc3)c2c1=O)NCc1cccs1
16	O=c1c(N2CCOCC2)coc2ccccc12
17	Cc1n[nH]c(C)c1CCNC(=O)C1CCC(=O)N(CCc2cccc(F)c2)C1 (centres undefined)
18	C[C@H](CO)N1C[C@H](C)[C@@H](CN(C)C(=O)Nc2ccc(C(F)(F)F)cc2)Oc2c(NC(=O)Cc3ccccc3)cccc2C1=O
19	Cc1noc(C)c1C(=O)N1CCN(CCc2ccccc2)CC1
20	Cc1cc(-c2ccc(C)c(S(=O)(=O)N(Cc3cccs3)C(C)C)c2)on1

Screen / compound no. | 11 | 12 | 13 | 14 | 15 | 16 | 17 | 18 | 19 | 20
Giardia FBPA inh | -8%&3%&7%&2% | 1% | -10% | · | · | -3% | · | · | 4% | ·
HCV inh | ? | 0% | -28% | · | · | 11% | 11% | -25% | 13% | ·
AMA1-RON2 inh | 2% | -6% | -17% | · | · | 10% | 5% | 5% | 4% | ·
Sm TGR block | 2% | 0% | 11% | 6% | 0% | ? | 0% | · | ? | 6%
AmpC detergent | -15% | -3% | -9% | 16% | 5% | 5% | -9% | · | -3% | -8%
HCMV inh | · | -39 | -9 | 2 | 1 | -24 | 40 | -18 | 4 | -77*

21	CCC(C)(C)c1nnc(NC(=O)c2ccc([N+](=O)[O-])cc2)s1
22	CC(c1ccncn1)N(C)Cc1nc(Cc2ccccc2F)no1 (centres undefined)
23	COc1ccc(-c2csc(NCCc3nc4cc(C(=O)NCCCO)ccc4n3Cc3ccc(C)cc3)n2)cc1
24	c1ccc(-c2ccccc2OCCCN2CCCCC2)cc1
25	Cc1ccc(S(=O)(=O)CC(=O)N2CCN(c3ccc([N+](=O)[O-])cc3)CC2)cc1
26	CCOc1ccc(Nc2nc(N)nc(CSC(=S)N3CCOCC3)n2)cc1
27	O=C(CSc1nc(Nc2ccccc2)nc(N2CCOCC2)n1)Nc1ccc(Br)cc1F
28	CCOC(=O)C1=C(CSc2nc(-c3ccccc3)ccc2C#N)OC(N)=C(C#N)C1c1cccnc1 (centres undefined)
29	O=C(NCc1cccs1)C(NS(=O)(=O)c1cccc2nsnc12)c1ccccc1 (centres undefined)
30	COc1cccc(NC(=S)NC(=O)Cc2ccc(Cl)cc2)c1

Screen / compound no. | 21 | 22 | 23 | 24 | 25 | 26 | 27 | 28 | 29 | 30
Giardia FBPA inh | -2% | 0% | · | -10% | · | -3% | · | -17% | 1% | 2%
HCV inh | 34%[activator] | -1% | -20% | -15% | ? | -28% | ? | 5% | 20% | 0%
AMA1-RON2 inh | 20% | -16% | 6% | -8% | -12% | -11% | -6% | 16% | 1% | 59%[activator]
Sm TGR block | 0% | ? | · | -6% | · | 9% | -1% | -22% | 7% | ?
AmpC detergent | 1% | 1% | · | -8% | · | -3% | 6% | ? | -2% | 8%
HCMV inh | 70 | 108 | 4 | -38 | -23 | 26 | -4 | 71 | 42 | 38

31	O=C(c1cc(F)ccc1F)C1CCCN(C(=O)CCc2cnccn2)C1 (centres undefined)
32	Cn1nc(C(F)(F)F)c2cc(C(=O)NC3CC3)sc21
33	C=CCNC(=O)C1CCN(S(=O)(=O)c2ccc(Br)cc2)CC1
34	O=C1CN(C(=O)c2ccco2)C(c2ccc(F)cc2)c2cc(Cl)ccc2N1 (centres undefined)
35	COc1ccc(CNC(=O)c2cc3c(s2)-c2ccccc2OC3)cc1
36	N#Cc1ccccc1S(=O)(=O)N1CCC(C(=O)NCc2ccccc2CN2CCCC2)CC1
37	COc1ccc(N(C(=O)c2ccncc2)S(=O)(=O)c2ccc(Cl)cc2)cc1
38	Cc1ccc2c(=O)cc(C(=O)Nc3ccc(S(=O)(=O)Nc4onc(C)c4C)cc3)oc2c1C
39	CCOCCCNC(=O)c1ccc(N2CC3CC(C2)c2cccc(=O)n2C3)c(NC(=O)Nc2cccc(OC)c2)c1 (centres undefined)
40	COc1ccc(CCC(=O)O)c(O)c1

Screen / compound no. | 31 | 32 | 33 | 34 | 35 | 36 | 37 | 38 | 39 | 40
Giardia FBPA inh | 3% | -5% | 8% | · | · | · | -1% | · | -5% | -6%
HCV inh | -1% | 12% | -15% | 1% | · | -10% | 4% | · | 2% | 13%
AMA1-RON2 inh | -6% | -4% | 1% | -2% | · | 1% | -14% | · | 13% | -19%
Sm TGR block | -1% | 0% | 4% | · | 1% | -3% | 20µM* | 0% | -10% | -24%
AmpC detergent | -6% | -2% | 2% | · | -2% | -23% | 10% | 27% | 5% | -2%
HCMV inh | -26 | -11 | -17 | 30 | -13 | 3 | · | 2 | -21 | 11

41	O=C(O)CS(=O)(=O)CC(=O)NCc1cccc(C(F)(F)F)c1
42	CCCCN(C(=O)CCCSc1nc2ccccc2[nH]1)c1c(N)n(Cc2ccccc2)c(=O)[nH]c1=O
43	O=S(=O)(NCCOC12CC3CC(CC(C3)C1)C2)c1cccc2nsnc12
44	O=[N+]([O-])c1cc(-c2nnc(Nc3ccccc3)c3ccccc23)ccc1N1CCOCC1
45	CCCCCCCCN1[C@@H](CC(=O)OC)c2cc(F)ccc2S1(=O)=O
46	Cc1cccn2c(CN3CCCC(c4ccccc4)C3)c(C(=O)N3CCOCC3)nc12 (centres undefined)
47	CCCc1nc2oc3c(N4CCNCC4)ncnc3c2c2c1CCCC2
48	CCN(C(=O)CCS(=O)(=O)c1cc2c(cc1C)NC(=O)CO2)c1cccc(C)c1
49	CC(=O)c1cccc(NC(=O)C2CC(=O)N(CCc3ccccc3)C2)c1 (centres undefined)
50	CC(C)(C)OC(=O)N/N=C/c1cn(-c2ccccc2)nc1-c1cccnc1

Screen / compound no. | 41 | 42 | 43 | 44 | 45 | 46 | 47 | 48 | 49 | 50
Giardia FBPA inh | 0% | -28% | 1% | 5% | · | 6% | 0% | · | 0% | 0%
HCV inh | 5% | -13% | 17% | 13µM* | ? | 22% | · | · | 13% | -17%
AMA1-RON2 inh | -15% | 3% | -6% | -16% | 16% | 32%[activator] | · | · | 4% | -6%
Sm TGR block | · | 1% | 8% | -3% | · | -6% | 1% | -14% | 3% | 0%
AmpC detergent | 1% | -5% | ? | -10% | · | 7% | 0% | -7% | -7% | -7%
HCMV inh | -23 | 14 | -21 | -74* | -20 | 1 | · | -103* | -26 | -17

51	Cc1c(C)n(C(=O)CSc2nccn2C)c2ccccc12
52	Cc1cc(C(F)(F)F)n(-c2nc(C(=O)NN)cs2)n1
53	Cc1ccc(N(C(=O)c2ccc(S(=O)(=O)N3CCOCC3)cc2)C2C=CS(=O)(=O)C2)cc1 (centres undefined)
54	CCN(CC)C(=O)CSc1nc2sc3c(c2c(=O)n1-c1ccc(C)cc1)CC(C)(C)SC3
55	O=C(c1ccccc1)c1cccc2ccccc12
56	O=C(O)CSCCOc1ccc(OCCSCC(=O)O)cc1
57	Cc1cc(C)cc(OCC(=O)OCC(=O)N2CC(=O)Nc3ccccc32)c1
58	COc1cc2c(cc1OC)CN(C(=S)NC(=O)c1ccccc1)CC2
59	CCC(CC)C(=O)Nc1ccc(C(=O)Nc2cc(C)on2)cc1
60	CC(NC(=O)CSc1nc2ccccc2c(=O)[nH]1)c1ccccc1 (centres undefined)

Screen / compound no. | 51 | 52 | 53 | 54 | 55 | 56 | 57 | 58 | 59 | 60
Giardia FBPA inh | -19% | 3% | 2% | 11% | · | 15% | 4% | -1% | -3% | -8%
HCV inh | 7% | -1% | 16%&15% | 6% | -9% | 3% | 6% | 13% | -11% | 17%
AMA1-RON2 inh | -8% | 98%[activator] | 39%[activator] | 27% | 5% | 5% | -2% | 26% | 2% | -5%
Sm TGR block | 0%[11.4 µM] | 16% | -22% | 1% | · | -15% | -3% | 2% | 0% | 1%
AmpC detergent | -16% | -13% | ? | 0% | · | -12% | ? | -1% | 3% | -5%
HCMV inh | 47 | 87 | -2 | -36 | -6 | 2 | -14 | 1 | ? | -8

# Assay outcomes deposited in PubChem BioAssay by National Center for Advancing Translational Sciences (NCATS).
